# Screens from PubChem BioAssay.
# GSH fluor: compound fluorescence on glutathione beads, profiling panel, artefact control, biophysical, 488/530 nm, flow cytometry; 190,000 tested, 0.25% active; fluorescence (KMESF) at 10 µM; GSH beads flow cytometry, compound fluorescence 488/530 nm; active compounds read high; in the data active means fluorescence above about 89;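 further: glutathione beads carrying GST-tagged Bcl family fusion proteins plus one bare bead set; values are compound well signal with DMSO vehicle wells as background; inactives centre near 16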
# Bcl-XL Bim block: inhibitors of Bim-Bcl-XL binding, primary screen, biochemical, multiplexed, bead flow cytometry, human Bcl-XL | AID 1007, 2008 | Bcl-2-like protein 1 (Homo sapiens), Q07817 | inhibition, % at 10 µM | Bim peptide-Bcl-XL binding, fluorescence | 190,000 tested, 0.04% active
# Target sequence (Q07817 whole entry, looked up): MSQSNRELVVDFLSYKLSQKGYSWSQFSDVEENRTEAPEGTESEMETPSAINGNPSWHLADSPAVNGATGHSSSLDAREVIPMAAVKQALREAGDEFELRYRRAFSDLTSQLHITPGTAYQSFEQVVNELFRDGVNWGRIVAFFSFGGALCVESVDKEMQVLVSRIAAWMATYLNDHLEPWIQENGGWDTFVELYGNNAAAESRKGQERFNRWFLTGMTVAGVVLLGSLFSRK
# RGS4-Gao reg: modulators of RGS4 binding to Galphao, primary screen, biochemical, multiplexed bead flow cytometry | Guanine nucleotide-binding protein G(o) subunit alpha (Homo sapiens), P09471 | actives lie on both sides | binding response (% of control), % at 10 µM | 220,000 tested, 0.33% active; in the data active means binding response below about 49% or above about 150%; inactive means in between;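 further: fluorescent Galphao activated with aluminum fluoride binding bead-coupled RGS4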
# Target sequence (P09471 whole entry, looked up): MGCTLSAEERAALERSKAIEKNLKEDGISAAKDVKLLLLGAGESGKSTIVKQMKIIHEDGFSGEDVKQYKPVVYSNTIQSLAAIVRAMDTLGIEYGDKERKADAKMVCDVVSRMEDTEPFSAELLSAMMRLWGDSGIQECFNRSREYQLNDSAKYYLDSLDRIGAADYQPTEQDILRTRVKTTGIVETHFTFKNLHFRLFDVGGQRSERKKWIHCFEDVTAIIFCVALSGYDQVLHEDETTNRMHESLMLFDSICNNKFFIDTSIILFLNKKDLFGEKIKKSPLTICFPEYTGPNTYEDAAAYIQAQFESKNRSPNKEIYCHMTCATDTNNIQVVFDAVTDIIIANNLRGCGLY
# Bim-Bcl-B: inhibitors of Bim-Bcl-B binding, primary screen, biochemical, multiplexed, human Bcl-2 family. inhibition, % at 10 µM. bead-based flow cytometry, Bim peptide-Bcl-B binding. Bcl-2-like protein 10 (Homo sapiens), Q9HD36. 190,000 tested, 0.073% active;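 further: 0% = tracer peptide without compound and 100% = reference inhibitor peptide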
# Target sequence (Q9HD36 whole entry, looked up): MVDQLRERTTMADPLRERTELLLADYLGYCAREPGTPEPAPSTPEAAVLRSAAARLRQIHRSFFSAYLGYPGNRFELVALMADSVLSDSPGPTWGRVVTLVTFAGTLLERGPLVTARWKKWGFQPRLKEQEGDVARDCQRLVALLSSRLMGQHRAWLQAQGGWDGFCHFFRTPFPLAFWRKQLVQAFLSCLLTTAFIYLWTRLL
# Bim-Bfl-1: inhibitors of Bim binding to Bfl-1, primary screen, biochemical, multiplexed, bead-based flow cytometry; Bcl-2-related protein A1 (Homo sapiens), Q16548; Bim-Bfl-1 binding inhibition; inhibition, % at 10 µM; 190,000 tested, 0.12% active; AID 1008, 2008;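 further: 0% = wells without compound plus tracer and 100% = blocker peptide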
# RGS7-Gao: RGS7-Galphao binding modulators, primary screen, biochemical, multiplexed bead flow cytometry; Guanine nucleotide-binding protein G(o) subunit alpha (Homo sapiens), P09471; actives lie on both sides; binding response (% of control), % at 10 µM; AID 1439, 2008; 220,000 tested, 0.35% active; in the data active means binding response below about 49% or above about 150%; inconclusive means no clear call, values can overlap the other calls; inactive means in between;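 further: fluorescent Galphao held in activated GDP-AlF4 state binding bead-coupled RGS7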
# Bim-Bcl-2: inhibitors of Bim-Bcl-2 binding, primary screen, biochemical, multiplexed, human Bcl-2 family; Apoptosis regulator Bcl-2 (Homo sapiens), P10415; Bead-based flow cytometry, Bim peptide-Bcl-2 binding; inhibition, % at 10 µM; 190,000 tested, 0.06% active; AID 950, 2007; in the data active means inhibition above about 40%; inconclusive means no clear call, values can overlap the other calls;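 further: 0% = no compound wells with probe peptide and 100% = reference peptide inhibitor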
# Target sequence (P10415 whole entry, looked up): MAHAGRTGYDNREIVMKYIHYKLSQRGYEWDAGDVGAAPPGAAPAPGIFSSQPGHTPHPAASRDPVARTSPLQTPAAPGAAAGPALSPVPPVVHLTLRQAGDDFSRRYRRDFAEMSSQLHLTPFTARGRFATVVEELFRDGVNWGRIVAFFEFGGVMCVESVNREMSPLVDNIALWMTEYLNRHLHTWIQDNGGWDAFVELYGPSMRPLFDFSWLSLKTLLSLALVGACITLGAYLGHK
# ABCG2 block: ABCG2 efflux pump inhibitors, primary screen, multiplex with ABCB1, IgMXP3 cells, flow cytometry; JC-1 efflux; 190,000 tested, 0.1% active; inhibition, % at 6.6 µM;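 active means inhibition above 80%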;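 further: 0% = DMSO and 100% = nicardipine control wells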
#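 Incubation: cells with compound and JC-1, 10 min at 25 °C, rotating, no wash / Test system: IgMXP3 (ABCG2) plus far-red-tagged CCRF-Adr (ABCB1) cells / Compound dosing: one concentration, 6.6 µM final / Also added: JC-1 fluorescent substrate / Evaluation: efflux inhibition in percent versus controls / Detection: flow cytometry, 530 nm JC-1 signal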
# ABCB1 block: ABCB1 efflux pump inhibitors, primary screen, cell-based, multiplex, flow cytometry, ABCG2 counter-screen | CCRF-Adr cells, JC-1 efflux | 190,000 tested, 0.067% active | inhibition, % at 6.6 µM; in the data active means inhibition above about 40%;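 further: 0% = vehicle and 100% = reference inhibitor; higher value means more JC-1 retained so stronger ABCB1 efflux block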
# Bim-Bcl-W: inhibitors of Bim binding to Bcl-W, primary screen, biochemical, multiplexed, bead-based flow cytometry; Bcl-2-like protein 2 (Homo sapiens), Q92843; Bim peptide-Bcl-W binding; inhibition, % at 10 µM; 190,000 tested, 0.02% active;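 further: 0% = bound tracer without compound and 100% = peptide blocker; higher means less fluorescent Bim peptide bound to Bcl-W beads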
# Avidin fluor: green autofluorescence of compounds with avidin beads – biophysical, 488/530 nm, flow cytometry, artefact control, profiling panel | 220,000 tested, 0.38% active | compound fluorescence 488/530 nm; active compounds read high | fluorescence (KMESF) at 10 µM | AID 1775, 2009; in the data active means fluorescence above about 47; further: inactives centre near 10
# Active calls of the source: *; u = inconclusive; x = no result given. Unless noted, no stated cut-off is given here; in the data, active means inhibition above about 40%.
# Under each structure – GSH fluor	Bcl-XL Bim block	RGS4-Gao reg	Bim-Bcl-B	Bim-Bfl-1	RGS7-Gao	Bim-Bcl-2	ABCG2 block	ABCB1 block	Bim-Bcl-W	Avidin fluor
> CC1CN(C(=O)c2cccc(COc3ccc(Br)cc3)c2)CC(C)O1 (stereo not given)
  17	-6	101	-13	-11	98	-18	19	1.1	-3	16
> CCOC(=O)c1cn(-c2nc(-c3ccc(Cl)cc3)cs2)c2c(F)c(N3CC(C)OC(C)C3)c(F)cc2c1=O (stereo not given)
  11	-3	104	-1	0	100	0	3	2.3	0	11
> COc1ccc(NC(=O)C2CC2)cc1-n1cnnn1
  14	-3	100	-4	-3	97	-2	1	0.2	-1	36
> Cc1noc(NS(=O)(=O)c2ccc(NC(=O)C34CCC(CC3)C4)cc2)c1C
  38	-2	101	-8	-14	101	-6	4	-0.6	-4	18
> CCN1CCCc2cc(CN(CCN3CCOCC3)C(=S)Nc3ccc(OC)cc3)ccc21
  21	-2	98	-8	-5	96	-5	4	2.8	-1	6
> CCn1c(-c2cccnc2Cl)nc2ccccc21
  30	-14	107	-10	-15	101	-12	0	0.4	-5	5
> CCOc1ccccc1CN1C(=O)NC(C)(c2ccccc2)C1=O (stereo not given)
  33	-4	100	-6	-13	103	-6	-2	-2.0	0	5
> CC1CC(C)CN(c2ccc([N+](=O)[O-])nc2)C1 (stereo not given)
  16	-2	108	-6	-3	103	-2	5	0.9	1	6
> CC(O)c1nc2ccccc2n1Cc1ccc([N+](=O)[O-])cc1 (stereo not given)
  10	-5	101	-4	-5	99	-5	1	0.4	-1	7
> O=C(CNC(=O)c1cccs1)c1ccc(F)cc1
  21	-18	98	-5	-6	102	-30	0	0.4	-2	6

# Next section (2 carried over from the part before).
# Under each structure – GSH fluor	Bcl-XL Bim block	RGS4-Gao reg	Bim-Bcl-B	Bim-Bfl-1	RGS7-Gao	Bim-Bcl-2	ABCG2 block	ABCB1 block	Bim-Bcl-W	Avidin fluor
> CC(O)c1nc2ccccc2n1Cc1ccc([N+](=O)[O-])cc1 (stereo not given)
  10	-5	101	-4	-5	99	-5	1	0.4	-1	7
> O=C(CNC(=O)c1cccs1)c1ccc(F)cc1
  21	-18	98	-5	-6	102	-30	0	0.4	-2	6
> COc1cc(NC(=O)c2ccccc2)c(OC)cc1NC(=O)CN1CCOCC1
  26	-3	106	-6	-9	101	-2	3	0.3	0	5
> Cn1c(=O)c2c(ncn2Cc2ccc(Cl)cc2)n(C)c1=O
  11	-2	100	-3	-4	97	-1	16	1.5	0	11
> CCN(CC)c1ccc(NC(=O)COC(=O)c2ccc3ccccc3n2)cc1
  17	-7	100	-19	9	97	-3	1	0.1	-5	39
> CCn1c(CC(=O)Nc2cccc(Cl)c2Cl)nnc1SCCOc1ccc(OC)cc1
  46	-1	98	-25	-11	103	-16	4	-0.3	0	8
> COc1ccccc1C(=O)O/N=C(\N)c1ccc(Cl)cc1
  46	-5	98	-2	1	97	1	7	0.9	0	10
> Cc1cc(C)c(S(=O)(=O)N2CCCOC2CNC(=O)C(=O)NCc2ccco2)c(C)c1 (stereo not given)
  9	-3	94	-8	0	96	1	1	0.6	-4	1
> O=C1CC(c2ccccc2)CC(O)=C1C=Nc1ccccc1Cl (stereo not given)
  11	-6	97	-8	-3	98	-2	18	1.3	-6	4
> COc1cccc(-n2c(SC)nnc2-c2c[nH]c3ccccc23)c1
  22	-4	100	-6	-1	100	0	1	0.7	-3	4
> Cc1nn(C(=O)N2CCCCC2)c(C)c1CN1C(=O)c2ccccc2C1=O
  12	-3	x	-16	-10	x	-7	0	0.3	3	x
> COc1ccc([N+](=O)[O-])cc1NC(=O)CS(=O)(=O)c1ccc(C)cc1
  10	-2	100	-4	-5	108	-8	18	-0.2	-1	13
> COc1cc(/C=N/N=C2/SCC(=O)N2c2ccc(O)cc2)ccc1O
  10	-1	98	-1	-1	94	-1	9	0.8	0	12
> Cc1ccsc1/C=C1/SC(N2CC(C)OC(C)C2)=NC1=O (stereo not given)
  8	-1	101	-2	3	101	0	9	1.0	0	12
> O=C(c1cccc(F)c1)n1nnc2ccccc21
  12	-2	103	-4	-11	98	-8	-2	0.8	3	10
> COc1cc(NC(=O)C2CCCC2)c(OC)cc1Cl
  51	-6	103	-5	-11	102	-10	8	0.6	-1	7
> Cc1ccc2cc(CN(CCN(C)C)C(=O)Nc3ccc(Cl)cc3)c(=O)[nH]c2c1
  57	-2	101	-6	-10	102	-6	2	0.2	-4	26
> O=C(NCC(=O)N(c1cccc(F)c1)C(C(=O)NC1CCCC1)c1ccco1)c1ccco1 (stereo not given)
  14	0	88	2	8	98	2	0	0.7	3	7
> CCNc1nc(NC(C)C)nc(NS(=O)(=O)c2ccc(N)cc2)n1
  25	-2	103	-5	-15	101	-9	0	0.1	0	35
> [O-]/C(=C(\C(=S)Nc1cccc2ccccc12)[n+]1ccccc1)c1ccc(OC(F)F)cc1
  13	-5	98	-13	2	u	1	0	-0.1	-1	8
> Cc1ccc(P(=O)(O)c2ccc(C)cc2)cc1
  13	-3	104	-1	-4	108	-3	2	0.2	-1	17
> O=C(Nc1ccccc1)Nc1cccc(-c2cn3cccnc3n2)c1
  9	-3	104	1	1	103	-1	-6	-4.4	0	9
> COc1cc([C@@H]2[C@H]3CN(C)CC=C3C(C#N)=C(N)C2(C#N)C#N)cc2c1OCO2
  38	-1	99	-12	-11	101	-10	1	0.0	-4	6
> CCCNC(=O)c1cc(S(=O)(=O)N2CCc3ccccc32)ccc1F
  26	-10	101	-8	-15	104	-6	5	0.1	-10	30
> Cc1cc(NC(=O)c2cc3ccccc3oc2=O)no1
  28	-11	100	-9	-15	96	-11	6	1.2	-2	9
> CC/C(=C/c1sc2ccc(C)cc2[n+]1CCO)SC
  13	-5	102	-9	-3	99	0	1	0.1	-3	11
> Cc1ccc(/C(=N\O)c2oc3c(C)c4oc(=O)cc(C)c4cc3c2C)cc1
  12	-4	101	-2	0	99	-2	17	10	1	5
> COc1ccc(S(=O)(=O)Nc2ccc(Cl)cn2)c(C)c1C
  37	-11	102	-10	-14	100	-10	-4	0.1	-3	11
> O=C(CCCN1C(=O)/C(=C\c2cccs2)SC1=S)Nc1ccc(C(=O)O)cc1
  15	0	102	1	3	102	-4	8	-0.1	0	8
> Nc1nnc(SCc2ccc(F)cc2Cl)s1
  19	-3	103	0	-1	100	1	2	0.3	-4	7
> COc1ccc(N2CCCn3c2nc2c3c(=O)n(Cc3ccc(C)cc3)c(=O)n2C)c(OC)c1
  19	0	100	-7	-2	101	0	-1	1.7	0	6
> COc1cc2c(cc1OC)C(c1ccccc1O)N(C1CC(=O)N(c3ccccc3)C1=O)CC2 (stereo not given)
  9	-1	94	-136	-1	92	2	1	1.5	-1	20
> Cc1[nH]nc(SCC(=O)NCCc2ccccc2)c1[N+](=O)[O-]
  23	-1	100	0	0	120	3	6	1.4	2	28
> CCOc1cc(C(=O)NCCN2CCOCC2)cc(OCC)c1OCC
  23	-6	100	-8	-17	97	-13	10	0.8	-1	29
> CCc1ccccc1NC(=S)/N=C(\N)Nc1nc(C)c2cc(C)ccc2n1
  10	-6	104	-5	-10	99	-6	-6	-0.4	-2	11
> COCCn1c(-c2ccc(OC)c(OC)c2)nc2ccccc21
  12	0	98	-3	-7	98	-4	8	0.9	1	16
> COc1ccc(/C=C/C(=O)Nc2cc(C(F)(F)F)ccc2Cl)cc1
  6	-1	92	-2	-11	93	-5	0	-0.1	4	6
> COCCNC(=S)NC1CC2CCCC(C1)N2Cc1cccs1 (stereo not given)
  16	-2	100	0	-1	99	-2	3	0.9	-1	34
> CC(C(=O)Nc1ccccc1-c1ccccc1)N1CCOCC1 (stereo not given)
  22	-4	90	-3	-10	94	-7	9	1.4	-1	23
> CCCOC(=O)C1[C@H]2C(=O)N(C(C)c3ccc(OC)cc3)C[C@]23C=C[C@H]1O3 (stereo not given in full)
  28	-4	97	-10	-16	99	-11	4	0.7	2	13
> O=C(CCN1CCN(c2ccccc2)CC1)Nc1ccc(OCc2ccccc2)cc1
  27	-10	99	-7	-19	99	-13	2	0.7	-1	10
> O=C(CN1CCN(C(=O)c2ccco2)CC1)Nc1cc(Cl)ccc1Cl
  11	-2	102	-3	-2	101	-6	0	0.3	-2	35
> CC(C)N(C(=S)NC1CCCCC1)c1ccccc1
  8	-1	102	0	-5	100	-1	5	0.5	-1	14
> Cc1nn(CCC#N)c2[nH]c(=O)cc(C(F)(F)F)c12
  12	-2	108	0	-3	106	0	0	0.2	0	11
> O=C(Oc1ccc(N(Cc2cccs2)C2=NS(=O)(=O)c3ccccc32)cc1)c1ccco1
  19	5	103	-4	6	102	28	5	2.3	0	12
> CCCn1c(N2CCN(Cc3cccc(C)c3)CC2)nc2c1c(=O)[nH]c(=O)n2C
  15	-11	97	-9	-5	96	-5	7	1.2	-8	25
> COc1ccc(C(=O)CSc2nncn2C)cc1
  19	2	103	0	-2	104	-5	0	-0.1	-2	22
> CC(C(=O)NC1=NCCS1)N1C(=O)c2ccccc2C1=O (stereo not given)
  35	-8	101	-10	-14	102	-11	8	0.6	-6	12
> COc1ccc(OC)c(C2=NOC(C(=O)Nc3ccccc3SC)C2)c1 (stereo not given)
  34	-6	91	-10	-18	98	-10	52	4.5	-2	12
> O=C1CC(N2CCC(c3nc4ccccc4o3)CC2)C(=O)N1c1cc(Cl)cc(Cl)c1 (stereo not given)
  22	-8	94	-8	-14	93	-6	10	1.5	-3	8
> Cc1ccccc1OCC(=O)Nc1cccc2nsnc12
  17	0	99	-9	-1	101	10	8	-0.5	-3	6
> CCOc1ccccc1N(CC(=O)O)S(=O)(=O)c1ccccc1
  33	5	101	2	3	101	1	0	0.0	1	9

# The list goes on.
# Under each structure – GSH fluor	Bcl-XL Bim block	RGS4-Gao reg	Bim-Bcl-B	Bim-Bfl-1	RGS7-Gao	Bim-Bcl-2	ABCG2 block	ABCB1 block	Bim-Bcl-W	Avidin fluor
> O=C1c2ccccc2C(=O)C1c1ccc2ccccc2n1
  22	-2	101	-8	-13	99	-4	26	1.4	-1	13
> C=CCNC(=S)NS(=O)(=O)c1cccs1
  13	0	102	-1	-2	94	0	4	0.2	2	11
> CC(NC(=O)Cn1nc(C(=O)O)c2ccccc2c1=O)C12CC3CC(CC(C3)C1)C2 (stereo not given)
  24	0	103	1	-3	109	0	7	1.0	1	14
> Cc1cc(C)nc(N(C#N)Cc2ccccc2)n1
  29	-1	99	-1	-1	101	1	-11	-0.7	-3	13
